hcGAS inh – blocks human cGAS activity; Q8N884; recombinant h-cGAS, ATP depletion, Kinase-Glo luminescence; inhibition, % at 12.5 µM; actives 0.081% (n = 290,000); AID 1259398;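 note: 0% = vehicle reaction and 100% = reaction without DNA for no activity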
Target sequence (Q8N884 whole entry, looked up): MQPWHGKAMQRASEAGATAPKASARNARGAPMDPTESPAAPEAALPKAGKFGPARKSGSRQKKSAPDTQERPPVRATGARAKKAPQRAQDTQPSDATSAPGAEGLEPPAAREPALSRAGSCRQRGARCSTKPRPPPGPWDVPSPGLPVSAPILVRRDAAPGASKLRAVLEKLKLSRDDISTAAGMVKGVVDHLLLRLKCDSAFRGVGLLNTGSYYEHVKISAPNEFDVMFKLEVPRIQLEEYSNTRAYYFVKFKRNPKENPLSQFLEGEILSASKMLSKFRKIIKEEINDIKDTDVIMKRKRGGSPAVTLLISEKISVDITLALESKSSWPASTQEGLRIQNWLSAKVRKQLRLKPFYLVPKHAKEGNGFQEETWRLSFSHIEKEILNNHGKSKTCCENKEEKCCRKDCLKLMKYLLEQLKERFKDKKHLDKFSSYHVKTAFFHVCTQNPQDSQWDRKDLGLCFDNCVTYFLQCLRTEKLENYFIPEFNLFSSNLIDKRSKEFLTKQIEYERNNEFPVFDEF
NPYLR7 agonist – mosquito NPYLR7 agonism. HEK293T NPYLR7/Galpha15, GCaMP6s calcium fluorescence. activation, % at 10 µM. actives 0.15% (n = 270,000); in the data active = activation above about 40%;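 note: 0% = vehicle and 100% = reference agonist at the receptor; some compounds past the cut are filed as inactive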
mcGAS inh – mouse cGAS inhibition by luminescence; Q8C6L5; recombinant cGAS, Kinase-Glo ATP depletion luminescence; inhibition, % at 12.5 µM; actives 0.15% (n = 160,000);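 note: 0% = negative control wells and 100% = reference inhibitor with no enzyme activity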
Starred values were filed as active, the others as inactive; nt = not tested or not shown; & = joins results of further samples. Cut-off read from the data, not from the text of the source, unless noted: active = inhibition above about 40%; inactive = the rest.

Compound | hcGAS inh | NPYLR7 agonist | mcGAS inh
CC1(C)CNC(=O)c2nc(CC3=CCCCC3)[nH]c2C1 | -5 | 2 | -13
Cc1ccc(-c2cn3cc(Cl)ccc3n2)cc1C | -14 | 6 | -9
O=c1c2cnc3ncnn3c2ccn1-c1ccc2c(c1)OCO2 | -10 | 2 | nt
Cc1nc(CC(=O)NCCn2[nH]c(=O)ccc2=O)c(C)s1 | -7 | -1 | -11
CCCCOC(=O)C1=C(C)N(C)C(=O)NC1c1ccccc1I (centres undefined) | -7 | -1 | -5
CCCNC(=O)N(CCN1CCOCC1)Cc1nccn1Cc1ccc(C)cc1 | 3 | 4 | -4
CCc1nc2ccc(C(=O)N(C)C(C)C)cn2c1N(C)C(=O)C1CCCCC1 | -4 | -7 | -2
COc1ccc(OC(F)(F)F)cc1CC1(C)C(=O)Nc2ccc(S(=O)(=O)NC3CCCCC3)cc21 (centres undefined) | -1 | 3 | -3
CCCCOC(=O)c1ccccc1NC(=O)N[C@@H](Cc1ccccc1)C(=O)N1CCC(C(=O)N2CCOCC2)CC1 | -4 | -6 | -7
Cc1nc2c(OCC(=O)C(C)(C)C)cccn2c1N(C)CC1CC1 | -5 | 10 | -2
O=C(C1=C(O)C(=O)N(c2ncccn2)C1c1ccc(Cl)cc1)c1ccco1 (centres undefined) | -6 | 0 | -5
O=C(Cn1cnnn1)NC1COc2c1ccc(Cl)c2Cl (centres undefined) | -4 | 6 | nt
COc1cccc(CN2CCC(C(=O)NC(c3ccccc3)c3cnccn3)CC2)c1 (centres undefined) | 3 | -2 | 2
CCn1nc(C(=O)N(CC2CCCO2)c2nc3c(F)cc(F)cc3s2)cc1C (centres undefined) | -2 | 1 | nt
COC(=O)c1ccc(OCC(O)Cn2cc(/C=N\O)c3ccccc32)cc1 (centres undefined) | -5 | -11 | -8
CCOC(=O)N1CCC(NC(=O)C2CC(=O)N(N(C)c3ccccc3)C2)CC1 (centres undefined) | -10 | -2 | -2
CCn1cnc(S(=O)(=O)Nc2cccc(F)c2F)c1 | -4&-10 | 8&6 | nt
COc1ccc(C2CC(=O)C3C(=Nc4ccccc4NC3c3ccccc3OC(C)C)C2)cc1 (centres undefined) | 0 | -6 | 2
COCC(=O)Nc1cccc(-c2cc(F)ccc2C)c1 | -2 | 6 | -17
CC1CCCN(C2(O)C(=O)N(Cc3ccccc3)c3ccccc32)C1 (centres undefined) | -5 | -5 | nt

Filtered by structure: the entries above with a Cl atom (three)
Compound | hcGAS inh | NPYLR7 agonist | mcGAS inh
Cc1ccc(-c2cn3cc(Cl)ccc3n2)cc1C | -14 | 6 | -9
O=C(C1=C(O)C(=O)N(c2ncccn2)C1c1ccc(Cl)cc1)c1ccco1 (centres undefined) | -6 | 0 | -5
O=C(Cn1cnnn1)NC1COc2c1ccc(Cl)c2Cl (centres undefined) | -4 | 6 | nt

The listing continues:
Compound | hcGAS inh | NPYLR7 agonist | mcGAS inh
O=C(Nc1cccc2c1C(=O)c1ccccc1C2=O)c1ccncc1 | -5 | -4 | -7
COc1ccc(NC(=O)N(CCCN2CCOCC2)CC(=O)N(Cc2ccccc2)Cc2ccco2)cc1 | -9 | 16 | -6
COc1ccc(-c2c3c(=O)n(C)c(=O)n(C)c3c3cccnn23)cc1 | -11 | 11 | nt
Fc1cc(F)c(C2NCCCn3cccc32)cc1F (centres undefined) | -3 | 31 | nt
NCCCN | -3 | -4 | nt
O=C(Cc1ccccc1)NCCOc1ccc(-c2ccccc2)nn1 | -8 | 3 | -9
CC1C(=O)N(c2ccc3c(c2)CCC3)CCN1C(=O)c1ccc([N+](=O)[O-])cc1 (centres undefined) | -4 | 0 | -3
CCCC(O)(CCC)c1ccc(CN(Cc2cccs2)C(C)CC)o1 (centres undefined) | -1 | -9 | 0
CCCCOC(=O)C1=C(C)NC(=O)NC1c1ccccc1OCc1ccccc1 (centres undefined) | -1 | 4 | nt
COc1cc(OC)cc(-n2ccc3c(cnc4nc(C)nn43)c2=O)c1 | -4 | 1 | nt
COCCCN(Cc1csc(COc2cccc(C)c2)n1)C(=O)C1CCCC1 | -8 | 17 | 10
CC(Cn1cccn1)NC(=O)c1ccc(Br)o1 (centres undefined) | -5 | -3 | -8
Cc1ccc(C(=O)OCc2nc3sc(C)c(C)c3c(=O)[nH]2)o1 | 0 | -6 | nt
Cc1c(-n2nnc3ccccc32)cnc2nncn12 | -5 | 0 | nt
COc1ccc(F)c(C(=O)N(C/C=C/c2ccccc2)CCO)c1F | -4 | 6 | nt
CC(c1cnn(-c2ccccc2)c1)n1ccnc1-c1cnc(N(C)C)nc1 (centres undefined) | -6 | 9 | -23
O=C(Nc1cccc(C(F)(F)F)c1)C1CC=CCC1C(=O)N1CCc2c([nH]c3ccccc23)C1 (centres undefined) | -4 | -6 | -3
O=C(C1CN(CC(=O)N2CCNC2=O)c2ccccc2O1)N1CCOCC1 (centres undefined) | 4 | -2 | nt
CCOC(=O)N1CCN(Cc2nc(C(c3ccccc3)c3ccccc3)no2)CC1 | -2 | 7 | -15
O=C(c1cc(Br)cc(Br)c1)N1CCCCCC1 | -5 | 10 | nt

Retrieved by structure from above:
Compound | hcGAS inh | NPYLR7 agonist | mcGAS inh
CC1C(=O)N(c2ccc3c(c2)CCC3)CCN1C(=O)c1ccc([N+](=O)[O-])cc1 (centres undefined) | -4 | 0 | -3
COCCCN(Cc1csc(COc2cccc(C)c2)n1)C(=O)C1CCCC1 | -8 | 17 | 10

More structures follow:
Compound | hcGAS inh | NPYLR7 agonist | mcGAS inh
N#Cc1nccnc1Nc1ccc(N2CCCC2=O)cc1 | -9 | 7 | nt
COC(=O)C1=CN(CC2CCCO2)C=C(C(=O)OC)C1c1ccc(Cl)s1 (centres undefined) | -1 | 12 | -3
O=C1CCCN1Cc1ccccc1CNS(=O)(=O)NCc1ccccc1 | -5 | -2 | nt
CC(C)c1ccc(CCNC(=O)CSc2nncn2C2CC2)cc1 | -7 | 0 | nt
Cc1cc2cc(CNC(=O)CCC3CCCCC3)ccc2n1C | -5 | -2 | -7
CC(=O)N1CCN(c2ccc([N+](=O)[O-])c(N)c2)CC1 | -4 | 14 | -7
CC(C)C(=O)N1CCc2c(c(C(=O)N3CCC(C(=O)NCC4CCCO4)CC3)nn2C)C1 (centres undefined) | -10 | nt | -7
OCc1nnc(N2CCCC(c3nc4ccccc4o3)C2)s1 (centres undefined) | -8 | -9 | nt
COc1ccc(S(=O)(=O)N2CCC(c3nc(-c4ccc(C(F)(F)F)cc4)no3)CC2)cc1 | -9 | 24 | -7
Cc1ccc(Nc2nn(CCC(=O)O)c(=S)n2-c2ccc(C)cc2)cc1 | -7 | -6 | nt
COc1cc(OC)cc(C(=O)N2CCN(c3cc(C)ccc3F)C(=O)C2C)c1 (centres undefined) | -2 | 20 | -9
CCC(C(=O)Nn1cnc2c(cnn2-c2ccccc2)c1=O)c1ccccc1 (centres undefined) | -6 | 6 | nt
CC(=NN1CCN(Cc2ccc(C)cc2C)CC1)c1ccc(Br)cc1 | -8 | 1 | nt
CC(C)NC(=O)c1csc(N2CCN(CC(=O)N(C)C)C2=O)n1 | -12 | -2 | nt
CC(C)Oc1cc(N2CCCNC(=O)C2)nc(N)n1 | -3 | 15 | -12
CCOc1ccccc1Nc1nnc(SCc2ccn(C)c(=O)c2)s1 | -3 | 4 | nt
CCSC1=C(C#N)C2(CCCCC2)C(C#N)C(=O)N1 (centres undefined) | -2 | -3 | -5
CNC(=O)c1c(C(F)(F)F)nn(C2CCCN(C(C)C)C2)c1C (centres undefined) | -7 | 12 | nt
CCCN1CCC2(CC1)C1CN(CCC)CC=C1C(C#N)C(=N)C2(C#N)C#N (centres undefined) | -6 | 15 | nt
COCCn1c2c(=O)n(C)c(=O)n(C)c2n2c(-c3cc(Br)ccc3OC)nnc12 | 2 | 3 | nt
COCCOc1cccc2nnc(Cl)nc12 | -8 | 25 | nt
CCc1nc2ccc(C(=O)N3CCN(S(=O)(=O)CC)CC3)cn2c1N(CC)Cc1ccc(OC)c(OC)c1 | -8 | 7 | -5
NC(Cc1ccc(C(F)(F)F)cc1)c1csc(Nc2nccc(C(F)(F)F)n2)n1 (centres undefined) | -2 | 3 | -4
CCOC(=O)c1sc2nc(C)nc(NC3CCC(O)CC3)c2c1C (centres undefined) | -4 | 3 | nt
CCCNC(=O)Cn1nc2c(c1NC(=O)CCc1ccc(OC)cc1)CSC2 | -6 | -4 | -4
CC(C)(C)NC(=O)NC(=O)COC(=O)C12CC3CC(CC(Br)(C3)C1)C2 | -4 | 11 | -6
O=C(Nc1ccccc1)C(c1ccccc1)N1CCC(O)CC1 (centres undefined) | -4 | 1 | nt
Cc1cccc2sc(C(=O)N3CCNC(=O)C3)c(Cl)c12 | 2 | 0 | -10
CCN(CC)Cc1cnc2c(C(=O)NCc3ccoc3)cnn2c1 | -6 | 11 | -11
C[C@H](NC(=O)/C(C#N)=C/c1cccc(Br)n1)c1ccccc1 | -7 | 9 | 0
O=C(O)CC1c2cccnc2C(=O)N1Cc1ccccc1 (centres undefined) | -3 | 5 | -3
CCn1nc(C)c(C(=O)NC(C)Cc2cc(C)[nH]n2)c1C (centres undefined) | -9 | 30 | nt
CCOC(=O)c1cnc(C)nc1NCc1ccccc1OCC | 0 | -1 | -4
Fc1ccc(-c2cn(-c3ccccc3)c3[n+]2CCS3)cc1 | -8 | 0 | nt
Oc1ccc(-c2cncc(N3CCN(CCN4CCCC4)CC3)n2)cc1 | 5 | 1 | 0
O=C(c1coc(COc2cccc(C(F)(F)F)c2)n1)N1CC(O)C1 | 3 | nt | 2
CCc1c(C)c(C#N)c2nc3ccccc3n2c1-n1nc(C)cc1C | -3 | 7 | nt
O=C(c1n[nH]c2c1CCC2)N1CCCC(N2CCN(Cc3ccc4c(c3)OCO4)CC2)C1 (centres undefined) | -6 | 0 | -8
CN(Cc1ccc(OC(F)F)cc1)C1CCS(=O)CC1 (centres undefined) | -7 | 4 | -17
CN(C(=O)C1CC1)C(Cc1ccc(F)cc1F)C1CCN(C(=O)C2CC(=O)c3ccccc32)CC1 (centres undefined) | -3 | 11 | -6
Cc1ccc(S(=O)(=O)N2CCN=C2SCc2cccc([N+](=O)[O-])c2)cc1 | -7 | 9 | -7
Cc1ccccc1CC1(CO)CCCN(Cc2c(C)nn(C)c2Cl)C1 (centres undefined) | -7 | -11 | -3
Cc1cc(S(=O)(=O)NCc2n[nH]c(Cc3ccccc3)n2)ccc1F | -4 | -1 | nt
Cn1c(=O)c2c(ncn2CC(=O)Nc2ccc(I)cc2)n(C)c1=O | -22 | 17 | -5
Cc1ccc2c(c1)c(Cn1cc(-c3sccc3C)nn1)nn2C | -6 | 30 | nt
COc1ccc(COC(=O)C2=C(C)NC(=O)NC2c2ccccc2F)cc1 (centres undefined) | 3 | -1 | nt
CC(C)N1CCN(c2ccc(S(=O)(=O)N3CCOCC3)cn2)CC1 | -4 | -10 | nt
O=C(Nc1cccc(C(F)(F)F)c1)N1CCc2nc(Cc3cccc(C(F)(F)F)c3)[nH]c(=O)c2C1 | -9 | 1 | -5
Cc1sc2nc(CN3c4ccccc4CC3C)[nH]c(=O)c2c1C (centres undefined) | -15 | -2 | -6
O=C(O)CN1C(=O)/C(=C\c2ccc(O)c(O)c2)SC1=S | -2 | 13 | 5
CC(NCc1cnn(C)c1)c1noc(-c2ccc(Cl)cc2)n1 (centres undefined) | -4 | 2 | -12
O=C(CCC1CCCC1)Nc1c(-c2ccc(C(F)(F)F)cc2)nc2ccccn12 | -7 | -1 | -7
COc1ccc(C(=O)Nc2ccc(NC(=O)c3ccc(C(C)(C)C)cc3)cc2)cc1[N+](=O)[O-] | -3 | 14 | -6
O=S(=O)(Cc1ccccc1)N1CCN(S(=O)(=O)c2ccc3ccccc3c2)CC1 | -4 | 0 | -7
Oc1cccc(C=Nn2c(-c3ccc(OC(F)F)cc3)n[nH]c2=S)c1 | -4 | 4 | 1
COc1ccc(-c2cc(NC=O)c3ncc(-c4cccc(OC)c4)n3c2)cc1 | -7 | 1 | -8
O=C(CN1CN(c2ccccc2)C2(CCN(C(=O)Nc3ccc(Cl)cc3Cl)CC2)C1=O)N1CCCC1 | -2 | -8 | -4
CCOC(=O)c1cc(-c2ccc(CC)cc2)n(C2CCN(C(=O)C(CC)c3ccccc3)CC2)n1 (centres undefined) | -2 | 4 | -5
O=C1NC(=O)C(=Cc2nc(-c3cccc([N+](=O)[O-])c3)n3ccccc23)C(=O)N1 | -6 | 0 | nt
CC1CN(CC(=O)NC(C)(C#N)C(C)C)C(c2ccccc2)CO1 (centres undefined) | -4&-8 | 2&4 | -9

(continued)
Compound | hcGAS inh | NPYLR7 agonist | mcGAS inh
Cc1cc(Cl)cc2c1N(CC(=O)Nc1c(C)nn(C)c1C)CCC2 | -4 | 0 | nt
O=C(NCc1ccccc1)c1cc(C2COCCN2C(=O)c2ccc3c(c2)CCO3)on1 (centres undefined) | -10 | 0 | -7
COCCNC(=O)C(NC(=O)c1ccccc1Cl)C1CCN(C(=O)c2cccc(F)c2)CC1 (centres undefined) | -7 | 2 | -7
O=C(NCCCn1ccnc1)c1cnn2c1NC(c1cccs1)CC2C(F)(F)F (centres undefined) | 0 | -14 | -1
CCn1nccc1NC(=O)C1(C)CCN1C(=O)CC1CCCC1 (centres undefined) | -5 | 7 | nt
C[C@@H](O)[C@H]1C(=O)N2C(C(=O)O)=C(SCCN=CN)C[C@H]12 | -3&-8 | -3&-2 | nt

One compound at a time, as listed above. Order of values: hcGAS inh, NPYLR7 agonist, mcGAS inh
CCCCOC(=O)c1ccccc1NC(=O)N[C@@H](Cc1ccccc1)C(=O)N1CCC(C(=O)N2CCOCC2)CC1 is listed as -4, -6, -7
COCC(=O)Nc1cccc(-c2cc(F)ccc2C)c1 is listed as -2, 6, -17

Single values from above:
C[C@@H](O)[C@H]1C(=O)N2C(C(=O)O)=C(SCCN=CN)C[C@H]12 in NPYLR7 agonist reads -3&-2
Cc1cc(Cl)cc2c1N(CC(=O)Nc1c(C)nn(C)c1C)CCC2 in NPYLR7 agonist reads 0

The order is random; 0.26% or so of the library scored in one or more.
